Bioassay records deposited in PubChem by Johns Hopkins Ion Channel Center.
Kir21 inh = inhibitors of mouse Kir2.1 inward-rectifier potassium channel; P35561; HEK293-Kir2.1, FluxOR thallium flux fluorescence; active compounds read low; B-score at 10 µM; hit rate 0.85% among 310,000; AID 1672;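 active = fluorescence ratio B-score at or below minus 3 SD of library scores, with starting-brightness B-score within 2 SD, cut at about -4.2 in these data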;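 also: channel flux triggered by added potassium and thallium sulfate stimulus; B-score of peak minus minimum fluorescence over baseline after thallium stimulus; more negative B-score means stronger Kir2.1 block with less thallium influx; some compounds called inactive have numbers as strong as hits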
Target sequence (P35561 whole entry, looked up): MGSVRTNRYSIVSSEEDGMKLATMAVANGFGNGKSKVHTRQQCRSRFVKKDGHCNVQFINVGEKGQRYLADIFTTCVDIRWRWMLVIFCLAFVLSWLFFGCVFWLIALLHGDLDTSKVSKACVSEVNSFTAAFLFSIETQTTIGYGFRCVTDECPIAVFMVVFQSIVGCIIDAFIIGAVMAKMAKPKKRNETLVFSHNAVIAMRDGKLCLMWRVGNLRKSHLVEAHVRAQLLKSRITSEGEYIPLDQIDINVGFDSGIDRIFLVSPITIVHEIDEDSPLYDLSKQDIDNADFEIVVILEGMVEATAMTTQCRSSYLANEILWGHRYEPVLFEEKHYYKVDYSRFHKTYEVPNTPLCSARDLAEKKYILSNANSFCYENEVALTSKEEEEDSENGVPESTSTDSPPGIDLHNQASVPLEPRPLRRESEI
CHT inh = human CHT choline transport inhibition. Q9GZV3. CHT-expressing cells, membrane potential dye, choline response; active compounds read low. B-score at 10 µM. hit rate 0.86% among 310,000. AID 488975;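 active = B-score over 3 SD under the library average, and starting fluorescence ratio not unusually high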;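 also: choline stimulus applied at its EC90 after an EC20 pre-addition; B-score computed on integrated fluorescence ratio after choline addition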
Target sequence (Q9GZV3 whole entry, looked up): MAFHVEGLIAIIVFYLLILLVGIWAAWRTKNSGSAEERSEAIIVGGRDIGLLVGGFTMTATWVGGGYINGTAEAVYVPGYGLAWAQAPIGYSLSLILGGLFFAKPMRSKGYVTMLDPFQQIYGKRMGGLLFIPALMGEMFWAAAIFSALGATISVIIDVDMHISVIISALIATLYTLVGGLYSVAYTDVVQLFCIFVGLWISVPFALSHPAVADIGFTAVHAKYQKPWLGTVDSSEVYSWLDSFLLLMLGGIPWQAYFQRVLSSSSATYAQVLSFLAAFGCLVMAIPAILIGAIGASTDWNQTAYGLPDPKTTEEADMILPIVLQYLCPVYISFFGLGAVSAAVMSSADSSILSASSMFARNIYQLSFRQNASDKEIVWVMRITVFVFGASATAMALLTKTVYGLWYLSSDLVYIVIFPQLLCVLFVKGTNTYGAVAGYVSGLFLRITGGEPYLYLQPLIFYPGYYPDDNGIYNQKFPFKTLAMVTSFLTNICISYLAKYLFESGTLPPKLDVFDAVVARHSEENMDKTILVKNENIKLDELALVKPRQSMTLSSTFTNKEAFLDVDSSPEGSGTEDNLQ
Numbers without * were called inactive; i = inactive; . = no result given.

Kir21 inh	CHT inh	Molecule
-0.12	i	O=C(Nc1nnc(C23CC4CC(CC(C4)C2)C3)s1)c1ccc(N2C(=O)CCC2=O)cc1
-0.71	i	CC(C)OCCCNC(=O)Cn1nc(-c2ccccc2)ccc1=O
-0.95	i	CCc1ccc(-c2cc(C)no2)cc1S(=O)(=O)N1CCN(c2ccc(F)cc2)CC1
-0.21	i	CCOCCc1nnc(NC(=O)CCc2ccccc2)s1
-1.38	i	COc1ccc(CCn2ccc(O)c(Cc3c(F)cccc3Cl)c2=O)cc1OC
1.1	i	COc1ccc(OC)c(NC=C2C(=O)OC(C)(C)OC2=O)c1
-0.47	i	CCOC(=O)N1CCC(NC(=O)c2ccccc2C(=O)O)CC1
0.42	i	COc1cccc(NC(=O)CCc2nnc3ccc(N4CCC(C)CC4)nn23)c1
-0.45	i	CN(CC1CCCO1)S(=O)(=O)c1ccc(C(=O)Nc2ccc(S(N)(=O)=O)cc2)cc1 (stereo not given)
1.03	i	CCOC(=O)c1[nH]c2ccc(OC)cc2c1NC(=O)c1cccc(OC)c1
1	i	CN1CCN(C(=S)Nc2ccc(Cl)c(Cl)c2)CC1
-1.85	i	COc1ccc(Cl)cc1NC(=O)c1sc2nc(C)nc(N3CCOCC3)c2c1C
0.93	i	COc1ccc(NC(=O)/C=C/c2cc(Br)ccc2OC)cc1
0.2	i	COC(=O)C(NC(=O)C(C)Oc1ccccc1)C(C)C (stereo not given)
0.33	i	CN(C(=O)CN1C(=O)c2cc(Cl)c(Cl)cc2C1=O)C1CCS(=O)(=O)C1 (stereo not given)

No new results follow: an excerpt of the list.
Kir21 inh	CHT inh	Molecule
0.2	i	COC(=O)C(NC(=O)C(C)Oc1ccccc1)C(C)C (stereo not given)
0.33	i	CN(C(=O)CN1C(=O)c2cc(Cl)c(Cl)cc2C1=O)C1CCS(=O)(=O)C1 (stereo not given)

Record cards, as listed above. Order of values: Kir21 inh | CHT inh
Record of `O=C(Nc1nnc(C23CC4CC(CC(C4)C2)C3)s1)c1ccc(N2C(=O)CCC2=O)cc1` → -0.12 | i
Record of `CCc1ccc(-c2cc(C)no2)cc1S(=O)(=O)N1CCN(c2ccc(F)cc2)CC1` → -0.95 | i
Record of `COc1ccc(OC)c(NC=C2C(=O)OC(C)(C)OC2=O)c1` → 1.1 | i
Record of `CC(C)OCCCNC(=O)Cn1nc(-c2ccccc2)ccc1=O` → -0.71 | i
Record of `CCOCCc1nnc(NC(=O)CCc2ccccc2)s1` → -0.21 | i

Following part:
Kir21 inh	CHT inh	Molecule
1.35	i	O=C(O)/C=C/c1ccc(S(=O)(=O)N(CCO)CCO)cc1
0.27	i	COc1ccc(N(C(C)C(=O)Nc2ccc(S(=O)(=O)N3CCCCC3)cc2)S(C)(=O)=O)cc1 (stereo not given)
-5.37*	i	CCOC(=O)C1=C(C)N=C2SC(C(=O)OC)=CC(=O)N2C1c1ccc(F)cc1 (stereo not given)
0.13	i	Cc1cccc2[nH]c3c(N4CC=C(c5ccc(F)cc5)CC4)ncnc3c12
-0.37	i	CCCC(=O)Nc1ccc(NC(=O)c2ccco2)cn1
-0.03	i	O=C(c1ccc(Br)cc1)c1cn[nH]c1-c1ccccc1O
-0.13	i	CC(C)(/C=N/O)/[N+]([O-])=C/c1ccco1
1.22	i	Cc1ccc(C(O)CCc2ccc(N)cc2)cc1 (stereo not given)
-2.84	i	N/C(=N/O)c1nc(N2CCCC2)nc(N(c2ccccc2)c2ccccc2)n1
0.14	-5.73*	CCCCN(C)CCNC(=O)CN1C(=O)CSc2ccc(S(=O)(=O)N3CCCC3)cc21
-3.07	i	CCC1CCCCN1C(=O)c1ccc(OC2CCN(Cc3ccccn3)CC2)cc1 (stereo not given)
-0.61	i	CCOc1ccc(-n2c([S-])c(C(=O)Nc3ccc(S(=O)(=O)N4CCOCC4)cc3)[n+]3cc(C(N)=O)ccc23)cc1
0.15	i	COc1ccc(NC(=S)Nc2cccnc2)c(OC)c1
1.34	i	COc1ccc(CNC(=O)C2CCN(c3nn4c(=O)cc(C)nc4s3)CC2)cc1
0.71	i	CC(=O)c1ccc(NC2CC(O)C(O)CO2)cc1 (stereo not given)
-0.05	i	O=C(Cn1ncn2c(cc3sccc32)c1=O)NC1CCCC1
-2.33	i	Cc1ccc(-c2noc(CSc3nnc(-c4ccccc4)n3C)n2)cc1
-0.97	i	O=C(COC(=O)c1cccc(Cl)c1Cl)NC1CCCC1
1.9	i	CCn1c2ccccc2c2cc(NC(=O)C/C(C)=N/NC(=O)c3ccccc3N)ccc21
1.05	i	O=C(NCc1ccco1)C(=O)NCc1ccccc1Cl
-1.56	i	O=C(/C=C/Nc1cccc(C(F)(F)F)c1)c1ccco1
0.99	i	O=C(CSc1ccc(F)cc1)N1CCOCC1
-2.71	i	CCCCN(CC)S(=O)(=O)c1ccccc1
-1.11	i	CCn1nc(C(=O)Nc2cccc3ccccc23)c(Cl)c1Cl
0.51	i	O=C(CN1CCCCCC1)Nc1ccc(Br)cc1[N+](=O)[O-]
0.5	i	CC(C)c1ccc(NC(=O)/C(C#N)=C/c2ccncc2)cc1
0.95	i	Cc1ccc(Nc2nc(-c3c(C)nc4ncccn34)cs2)cc1
0.44	i	COc1ccc(C(=O)NCc2ccccc2OC)cc1
-1.07	i	CCN(CC)c1ccc2cc(C(N)=O)c(=O)oc2c1
-1.19	i	CC1CC(=O)N(CC(=O)NC2CCCCC2)c2ccccc2S1 (stereo not given)
1.57	i	N#C/C(=C\c1ccc(Br)s1)C(=O)N1CCN(c2ccccc2)CC1
1.15	i	CC(C)n1c(O)c(/C=C2\C=Nc3ccccc32)sc1=Nc1ccccc1
0.01	i	CN(C)c1ccc(NC(=O)CSc2nc(N)c(C(=O)Nc3ccc(N(C)C)cc3)s2)cc1
-0.39	i	COC(=O)C1=C(C)C(c2ccc(OC)cc2)NC(=S)N1 (stereo not given)
3.23	i	C=CCn1c(SC(C)C(=O)NC2(C#N)CCCCC2)nnc1-c1ccc(OC)cc1 (stereo not given)
1.08	i	Cc1ccc2nc(SCc3nc4ccccc4c(=O)[nH]3)[nH]c2c1
0.76	i	COC(=O)c1ccccc1NC(=O)c1cc2n(n1)C(C(F)F)CC(C(F)F)N2 (stereo not given)
0.03	i	CC1(C)Cc2c(c(N3CCOCC3)nc3sc(C(=O)N4CCCCC4)c(N)c23)CO1
0.03	i	O=C(N/N=C/c1ccc(Br)s1)c1ccncc1
2.97	i	Cc1ccc(Cn2ccc(NC(=O)c3cc(-c4cccs4)on3)n2)cc1
-0.5	i	CCN1CN(Cc2ccccc2)CNC1=S
1.71	i	COc1ccc2[nH]c(C(=O)NCCN3CCCCC3)cc2c1
0.07	i	CCOC(=O)Cn1c(=NC(=O)C(C)(C)C)sc2cc([N+](=O)[O-])ccc21
-2.4	i	CC(=O)N1CCc2cc(S(=O)(=O)CCC(=O)N3CCN(c4cc(C)ccc4C)CC3)ccc21
-0.98	i	COc1ccccc1CC(=O)NC1CCC(C)CC1 (stereo not given)
-0.36	i	CCCOc1ccc(C(=O)CCNC(Cc2c[nH]c3ccccc23)C(=O)O)cc1 (stereo not given)
-0.82	i	COc1ccc(C(NC(=O)/C=C/c2ccco2)c2ccc(OC)cc2)cc1
0.41	i	O=C(O)CC/C(=N\NC(=O)CNC(=O)c1ccc(F)cc1)c1ccccc1
0.9	i	CN1C(C(=O)NCc2ccco2)=CC(c2ccc(F)cc2)=NS1(=O)=O
-3.8	i	CCOc1ccc(S(=O)(=O)N2CCN=C2Cc2ccccc2)cc1C
-0.91	i	O=C(NCc1ccc(F)cc1)C(Cc1ccccc1)NS(=O)(=O)c1cccs1 (stereo not given)
-0.06	i	COC(=O)CSc1nnc(-c2ccccc2O)n1-c1ccc(C)cc1
1.77	i	O=C1CC(N2CCC(Cc3ccccc3)CC2)C(=O)N1CCc1ccccc1 (stereo not given)
-0.32	i	CC(=O)N(c1ccccc1)c1nnc(-c2cnc(C)cn2)s1
-2.39	i	C=CCn1c(SCC(=O)NC2CCS(=O)(=O)C2)nnc1-c1ccncc1 (stereo not given)
-0.09	i	Cc1c(CCC(=O)O)c(=O)n2c([nH]c3ccccc32)c1C#N
1.15	i	C[C@@H]1C(=O)O[C@H]2[C@H](O)[C@@]34[C@H]5C[C@@H](C(C)(C)C)[C@]36[C@@H](OC(=O)[C@@H]6O)O[C@@]4(C(=O)O5)[C@@]12O
1.08	i	COc1ccccc1Nc1ccc2nonc2c1[N+](=O)[O-]
-1.03	i	O=C(NNC1=NS(=O)(=O)c2ccccc21)C1CC(=O)N(c2ccccc2)C1 (stereo not given)
-1.17	i	CC(Nc1ncnc2sccc12)c1ccccc1 (stereo not given)

Carrying on:
Kir21 inh	CHT inh	Molecule
1.29	i	Cc1ccnc(NS(=O)(=O)c2ccccc2)n1
0.89	i	COc1ccc(NC(C)=O)cc1S(=O)(=O)NC1CCSc2ccccc21 (stereo not given)
1.37	i	CCOC(=O)c1csc(N/N=C2\CCCc3ccccc32)n1
1.63	i	CCCCNC(=O)COC(=O)c1ccc(C)c(NC(=O)c2ccco2)c1
0.04	i	COCc1[nH][nH]c(=O)c1C=Nc1ccc(C(F)(F)F)cc1
-0.01	i	O=C(CCc1nc2ccccc2c(=O)[nH]1)OCc1nnc(-c2ccccc2)o1
0.09	i	CCc1ccc(OCC(=O)NC2CCCCC2)c(Br)c1
-0.7	i	CCN(CC)S(=O)(=O)c1cccc(-c2nnc(SCC(=O)c3cc(C)n(C)c3C)o2)c1
1.05	i	CCOc1ccc(N(CC(=O)NCc2cccc(OC)c2)S(=O)(=O)c2c(C)noc2C)cc1
0.72	i	COCCCn1c(SCc2cc(=O)[nH]c3ccccc23)nnc1-c1ccco1
-0.42	i	Cn1c(-n2c(-c3ccco3)nc3ccccc3c2=O)nc2ccccc21
-0.14	i	CCOc1ccccc1NC(=O)c1ccccc1N(C)S(=O)(=O)c1ccc(C)cc1
-0.98	i	C=CCn1c(O)c(N=NC(=S)Nc2cccc(C)c2)c2ccccc21
0.43	i	CCOC(=O)/C(=N\Nc1ccccc1Cl)N1CCN(Cc2ccccc2)CC1
-0.35	i	Cc1ccc(OCC(=O)N2CCC(N3CCCCCC3)CC2)cc1
-0.45	i	COc1ccc(-c2c[n+](CC(=O)c3ccccc3)c3n2CCCCC3)cc1
0.17	i	Cc1ccc(-c2nn(-c3ccccc3)cc2/C=N/NC(=O)CSc2nnc(C)n2-c2ccccc2)cc1
0.2	i	CC1=C(C#N)C(Nc2ccc(C)cn2)(C(F)(F)F)C(=O)N1 (stereo not given)
0.33	i	CC(=O)CCc1oc2ccc(C)cc2c1-c1ccc(C)o1
0	i	CCOC(=O)c1ccc(NC(=O)CSc2nncn2-c2cccnc2)cc1
-0.13	i	COc1cscc1C(N)=O
2.44	.	O=C(Nc1ccc(N2CCN(C(=O)c3ccccc3)CC2)cc1)c1ccc([N+](=O)[O-])o1
0	i	COc1ccc(C2NC(=S)NC(O)(C(F)(F)F)C2C(=O)c2cccs2)cc1 (stereo not given)
1.32	i	O=C(Nc1ccc(-c2ccc3nncn3n2)cc1)C1CCCC1
0.08	i	CC(C)(C)Nc1nc(Cl)nc(NCc2ccccc2)n1
-1.07	i	Cc1ccc2nc(SCC(=O)NNC(=O)c3ccccc3)[nH]c2c1
-0.43	i	Cc1ccc(OCC(=O)c2cc(C)n(Cc3cccs3)c2C)c([N+](=O)[O-])n1
0.4	i	COc1ccc(C(=O)CC(=O)C(=O)Nc2ccccc2C(F)(F)F)cc1
-0.02	i	CCC(NC(=O)c1ccccc1Br)c1ccccc1 (stereo not given)
0.16	i	Cc1ccc(OCC(=O)N2N=C(c3ccncc3)CC2(O)C(F)(F)F)cc1C (stereo not given)
-0.55	i	Nc1c(Cl)ncnc1NCCc1ccc(O)cc1
-0.02	i	O=C(c1nn2c(C(F)(F)F)cc(-c3cccs3)nc2c1Br)N1CCCc2ccccc21
0.85	-7.85*	O=C(Cc1ccc(-n2c(=O)c3ccccc3n(Cc3ccccc3F)c2=O)cc1)NCC1CCCO1 (stereo not given)
0.04	i	CN(C)S(=O)(=O)c1ccc(Cl)c(NC(=O)COC(=O)CNC(=O)c2ccco2)c1
-0.17	i	CCOc1ccc(-c2nc(C#N)c(NCC3CCCO3)o2)cc1 (stereo not given)
-0.15	i	O=C(/C=C/c1cccc(Cl)c1)N1CCC(Cc2ccccc2)CC1
1.78	i	CC(=O)c1cccc(Nc2ncnc3ccc(Br)cc23)c1
0.9	i	CCCCN(C(=O)CSc1nnc(-c2ccc(OC)cc2)n1CC)c1c(N)n(Cc2ccccc2)c(=O)[nH]c1=O
-0.96	i	S=c1[nH]nc(-c2cccc(Br)c2)o1
-1.07	i	Cc1ccc(C)c(CNS(=O)(=O)c2c(C)[nH]c(C)c2C(=O)N2CCCCC2)c1
-0.76	i	O=C(/C=C/c1ccco1)N(Cc1ccc(Cl)cc1)C1CCS(=O)(=O)C1 (stereo not given)
-0.06	i	CN(CC(=O)Nc1cccc(F)c1)C(=O)c1cn(-c2ccccc2)nc1-c1cccs1
0.24	i	Cc1ccc([N+](=O)[O-])c(OCCCN2C(=O)NC(C)(C)C2=O)c1
-0.87	i	COc1ccc(C(O)C(CC(=O)NCCCOC(C)C)C(=O)NCCCOC(C)C)cc1OC (stereo not given)
-0.07	i	CCCn1cc(SCC(=O)Nc2nnc(C)s2)c2ccccc21
0.49	i	COc1ccc(Cc2ccc(OC)c(N)c2)cc1N

Quoted at random: three entries already listed.
Kir21 inh	CHT inh	Molecule
0.9	i	CN1C(C(=O)NCc2ccco2)=CC(c2ccc(F)cc2)=NS1(=O)=O
-0.12	i	O=C(Nc1nnc(C23CC4CC(CC(C4)C2)C3)s1)c1ccc(N2C(=O)CCC2=O)cc1
0.42	i	COc1cccc(NC(=O)CCc2nnc3ccc(N4CCC(C)CC4)nn23)c1

Compounds as they come; about 1.6% have a hit in one of these screens.
